# Compound activity (PubChem)
# Pf gamet viab: late stage P. falciparum gametocyte viability inhibitors, primary screen, ATP luminescence, HTS | P. falciparum stage V gametocytes, 24 h | inhibition, % at 10.9 µM | 0.065% of 150,000 active;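 active = inhibition above the mean plus 3 SD of compounds within the control limits, set per campaign, cut at about 38% in these data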;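 note: 0% = DMSO wells and 100% = medium only without gametocytes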
# Avidin bead fluor: green autofluorescence of compounds with avidin beads – biophysical, 488/530 nm, flow cytometry, artefact control, profiling panel; compound fluorescence 488/530 nm; stronger effect = higher value; fluorescence (KMESF) at 10 µM; 0.38% of 220,000 active; in the data active = fluorescence above about 47; note: inactives centre near 10
# Rac1 act GTP bind: GTP binding modulators of activated mutant Rac1, primary screen, biochemical, bead-based flow cytometry, multiplex, fluorescent GTP. Ras-related C3 botulinum toxin substrate 1 (Homo sapiens), P63000. 0.11% of 190,000 active. AID 764, 2007. GST-Rac1 activated beads; actives lie on both sides; 100% means binding = to untreated wells. percent activity (GTP binding), % at 10 µM;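 active = GTP binding at least 20 percentage points away from the 100% baseline, in either direction, so actives lie on both sides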
# Rab2A wt mod: modulators of GTP binding to Rab2A wildtype, primary screen, biochemical, dog, bead-based flow cytometry, multiplex. 0.19% of 190,000 active. Ras-related protein Rab-2A (Canis lupus familiaris), P61105. GST-Rab2 wt beads, Bodipy-GTP binding. GTP binding activity, % at 10 µM;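 active = GTP binding activity at least 20 points away from 100%, either lowered or raised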;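 note: 0% = beads with excess unlabeled GTP and 100% = no-compound control corrected for plate trend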
# ABCB1 block: ABCB1 efflux pump inhibitors, primary screen, cell-based, multiplex, flow cytometry, ABCG2 counter-screen | CCRF-Adr cells, JC-1 efflux | inhibition, % at 6.6 µM | 0.067% of 190,000 active | AID 1326, 2008; in the data active = inhibition above about 40%;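 note: 0% = vehicle and 100% = reference inhibitor; higher value means more JC-1 retained so stronger ABCB1 efflux block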
# ABCG2 block: ABCG2 efflux pump inhibitors, primary screen, multiplex with ABCB1, IgMXP3 cells, flow cytometry. JC-1 efflux. inhibition, % at 6.6 µM. 0.1% of 190,000 active. AID 1325, 2008;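 active = inhibition above 80%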;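 note: 0% = DMSO and 100% = nicardipine control wells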
# Target sequence (Q9UNQ0 whole entry, looked up): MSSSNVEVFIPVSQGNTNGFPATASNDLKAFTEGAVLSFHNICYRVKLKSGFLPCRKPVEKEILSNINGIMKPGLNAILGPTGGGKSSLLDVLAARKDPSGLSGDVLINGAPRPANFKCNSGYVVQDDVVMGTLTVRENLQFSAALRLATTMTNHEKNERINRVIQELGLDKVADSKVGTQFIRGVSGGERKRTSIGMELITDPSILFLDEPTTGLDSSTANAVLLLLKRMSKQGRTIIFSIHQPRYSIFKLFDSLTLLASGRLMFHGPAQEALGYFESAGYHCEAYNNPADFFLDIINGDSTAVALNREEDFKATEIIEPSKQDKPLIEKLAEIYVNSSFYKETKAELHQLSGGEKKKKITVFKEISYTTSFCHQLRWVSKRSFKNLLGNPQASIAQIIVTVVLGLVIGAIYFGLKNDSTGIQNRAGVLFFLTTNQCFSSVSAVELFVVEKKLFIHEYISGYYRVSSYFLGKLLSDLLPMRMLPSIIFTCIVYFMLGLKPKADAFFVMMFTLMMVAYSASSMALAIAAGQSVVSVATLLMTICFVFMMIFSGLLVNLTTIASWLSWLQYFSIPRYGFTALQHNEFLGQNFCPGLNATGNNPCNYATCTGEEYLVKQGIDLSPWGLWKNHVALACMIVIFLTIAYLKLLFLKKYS
#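 Read-out basis: Efflux inhibition in percent versus controls | Test system: ABCG2 IgMXP3 and barcoded ABCB1 CCRF-Adr cell mix | Quantity: 3 million cells/mL in well | Schedule: 10 min at 25 °C | Control set: Nicardipine as high control, DMSO as low control | Reagent: JC-1 as fluorescent efflux pump substrate | Signal: Flow cytometry of retained JC-1 fluorescence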
# Rac1 wt modul: wildtype Rac1 GTP binding modulators, primary screen, biochemical, GST-Rac1 beads, flow cytometry, multiplex. Ras-related C3 botulinum toxin substrate 1 (Homo sapiens), P63000. fluorescent GTP binding; actives lie on both sides; 0 = cold GTP competed, 100 = untreated. GTP binding activity (% of control), % at 10 µM. 0.27% of 190,000 active. AID 757, 2007;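 active = GTP binding activity at least 20 points away from the 100% control level, either lower or higher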
# HRas wt GTP bind: modulators of GTP binding to HRas wildtype, primary screen, biochemical, bead-based flow cytometry, multiplex; GST-Ras wt beads, Bodipy-FL-GTP binding; actives lie on both sides; GTP binding activity, % at 10 µM; 0.14% of 190,000 active; AID 759, 2007;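 active = GTP binding activity at least 20% away from the 100% baseline, either lowered as inhibitor or raised as activator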;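 note: 0% = unlabeled GTP competition control and 100% = no-compound control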
# Target sequence (P01112 whole entry, looked up): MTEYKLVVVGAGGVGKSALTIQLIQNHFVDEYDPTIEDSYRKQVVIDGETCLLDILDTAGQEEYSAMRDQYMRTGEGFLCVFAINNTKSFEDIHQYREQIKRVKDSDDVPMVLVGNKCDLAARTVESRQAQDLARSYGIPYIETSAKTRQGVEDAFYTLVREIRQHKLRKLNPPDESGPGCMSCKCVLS
# GSH bead fluor: compound fluorescence on glutathione beads, profiling panel, artefact control, biophysical, 488/530 nm, flow cytometry; 0.25% of 190,000 active; AID 1776, 2009; fluorescence (KMESF) at 10 µM; GSH beads flow cytometry, compound fluorescence 488/530 nm; stronger effect = higher value; in the data active = fluorescence above about 89;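 note: glutathione beads carrying GST-tagged Bcl family fusion proteins plus one bare bead set; values are compound well signal with DMSO vehicle wells as background; inactives centre near 16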
# Rab7 wt modul: modulators of GTP binding to Rab7, primary screen, biochemical, wildtype, multiplex bead flow cytometry. Rab7 GTPase wild type (dog), Bodipy-FL-GTP binding. GST-Rab7 beads, fluorescent GTP binding; actives lie on both sides; untreated = 100%, excess cold GTP = 0%. GTP binding activity (percent of control), % at 10 µM. 0.055% of 190,000 active. AID 758, 2007;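 active = fluorescent GTP binding to Rab7 beads changed by at least 20 points from the 100% baseline, either direction, mostly lower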;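 note: median green fluorescence of bound Bodipy-FL-GTP per Rab7 bead population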
# Cdc42 wt GTP: modulators of GTP binding to wildtype Cdc42, primary screen, biochemical, multiplex bead flow cytometry, Bodipy-GTP; Cell division control protein 42 homolog (Homo sapiens), P60953; 0.2% of 190,000 active; percent activity (GTP binding), % at 10 µM; GST-Cdc42 beads; actives lie on both sides;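 active = percent activity GTP binding at least 20 points away from the 100% baseline, either down as inhibitor or up as activator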;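 note: median bead fluorescence of bound Bodipy-FL-GTP at 100 nM; 0% = excess unlabeled GTP control and 100% = no compound control; below 100% means less GTP binding so inhibitor and above means activator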
# Target sequence (P60953 whole entry, looked up): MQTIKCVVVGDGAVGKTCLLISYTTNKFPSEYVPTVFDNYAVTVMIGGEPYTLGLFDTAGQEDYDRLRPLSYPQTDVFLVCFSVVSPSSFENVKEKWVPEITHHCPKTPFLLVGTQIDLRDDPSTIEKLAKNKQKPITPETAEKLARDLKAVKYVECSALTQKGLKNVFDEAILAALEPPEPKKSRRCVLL
# * marks the source's active call; other numbers are inactive results; nt = not tested or not shown.
SMILES,Pf gamet viab,Avidin bead fluor,Rac1 act GTP bind,Rab2A wt mod,ABCB1 block,ABCG2 block,Rac1 wt modul,HRas wt GTP bind,GSH bead fluor,Rab7 wt modul,Cdc42 wt GTP
CCOC(=O)c1ccc(NC(=O)Nc2cccc(C)n2)cc1,14,11,96,95,0.7,9,98,95,15,95,98
Cc1c(Cc2ccccc2)c(=O)oc2cc(OCc3nn[nH]n3)ccc12,nt,6,98,101,-0.1,1,103,104,32,99,102
Cc1cc(NC(=O)CSc2nc(-c3ccco3)cc(C(F)(F)F)n2)no1,nt,5,100,100,0.2,0,105,99,16,100,103
COC(=O)c1[nH]c2cc(C)ccc2c1NC(=O)CN1CCN(C(=O)c2ccco2)CC1,nt,26,96,99,0.0,0,100,97,17,97,99
CC(=O)c1cccc(NC(=O)c2ccc3c(=O)n4c(nc3c2)CCCCC4)c1,-23,19,95,98,1.5,10,97,96,7,101,95
COCCNC(=O)c1onc(CSc2cccc(Cl)c2)c1C(=O)O,nt,35,93,95,0.0,0,95,96,16,95,96
O=C(CCS(=O)(=O)c1cccc2nsnc12)NCc1ccccc1,nt,16,98,98,0.5,13,104,98,18,96,100
CC1=C(C(=O)NC(C)CCc2ccccc2)C2(CCC(C)CC2)OC1=O (stereo not drawn),6,21,100,102,1.1,1,106,103,11,101,105
Cc1ccccc1C1CC(c2ccccc2OC(F)F)Nc2ncnn21 (stereo not drawn),nt,6,99,100,0.7,2,101,101,40,100,103
CC(C)(C)c1ccc(-c2nnc(NC(=O)c3ccccc3)s2)cc1,nt,7,97,100,-0.1,7,99,99,15,97,101
O=C(Cn1cc2c(n1)CCCC2)NCC1CCCO1 (stereo not drawn),nt,9,99,101,-1.0,0,103,101,18,100,104
COc1ccc(NC(=S)Nc2cc(C(F)(F)F)ccc2F)cc1,4,7,96,97,-0.4,2,98,97,13,106,97
O=C(Cn1nnc(-c2ccccc2)n1)NNC(=O)c1ccccc1,nt,9,89,94,0.5,1,92,93,14,100,92
O=C1NC2(NN1c1ccccc1)C1CC3CC(C1)CC2C3 (stereo not drawn),nt,10,98,96,-0.5,1,97,97,18,95,98
CCC1(C)Cc2c(sc3nnn(CC(=O)Nc4cccc5ccccc45)c(=O)c23)CO1 (stereo not drawn),nt,35,95,95,1.0,1,96,99,16,96,100
CC(C)Cn1c(-c2ccccc2)nc(=S)c2c1CCCC2,nt,30,99,103,-0.3,0,100,100,25,103,104
O=C(Nc1ccccc1C(=O)N1CCCC1)c1cccc(S(=O)(=O)N2CCCCCC2)c1,nt,14,101,104,1.0,2,105,103,33,101,103
O=C(/C=C/c1ccc(Br)o1)NCCCN1CCOCC1,29,10,97,98,0.5,2,101,101,24,103,99
CC(CCc1ccccc1)NS(=O)(=O)c1ccccc1 (stereo not drawn),nt,13,101,98,-0.5,10,107,99,36,98,100
O=C(Cc1ccccc1)Nc1ccc(SC(F)F)cc1,0,23,101,98,0.4,46,103,98,11,100,98
CC(C)N1CC(C(=O)Nc2ccc(Br)c(Cl)c2)CC1=O (stereo not drawn),nt,35,94,96,0.0,2,98,98,14,96,98
Cc1ccc(NC(=O)Nc2cccc([N+](=O)[O-])c2)nc1,nt,10,108,103,1.1,13,104,108,14,107,105
CC(C)(C)c1ccc(OC(=O)c2ccc(-n3cncn3)nc2)cc1,nt,20,96,97,0.5,5,100,97,11,99,99
COc1ccc(CNC(=O)CCc2nc3cc(S(=O)(=O)N(C)C)ccc3n2C)cc1OC,18,nt,93,95,-0.5,-2,95,96,70,102,92
CCN(CCNC(=O)CN(C)S(=O)(=O)c1cccc2nsnc12)c1ccccc1,nt,23,100,102,2.6,11,106,105,11,102,105
O=C(CSc1nnc(-c2ccncc2)n1-c1ccc(Cl)cc1)N1CCOCC1,nt,77*,99,105,0.3,3,101,104,18,105,105
COc1ccc(C(=O)NNC(=S)NC(=O)c2ccc(Br)o2)cc1OC,15,10,95,96,0.9,8,101,98,18,95,98
O=C(Nc1cccc([N+](=O)[O-])c1)C(=O)N1CCCCC1,1,10,92,94,-0.1,1,97,93,21,93,102
CCS(=O)(=O)N1N=C(c2ccccc2)CC1c1ccc2nccnc2c1 (stereo not drawn),5,5,100,102,0.5,8,104,100,11,100,105
C#CCOCCOCCOCCNc1nc(N2CCN(C(=O)[C@H]([C@@H](C)CC)n3cc(CCC(=O)O)nn3)CC2)nc(N2CCN(C(=O)[C@H](C)n3cc(CCCN=C(N)N)nn3)CC2)n1,5,11,98,97,0.2,3,102,99,18,93,100
Cc1ccc(Cn2cnc3c(nnn3Cc3ccc(Cl)cc3)c2=O)cc1,nt,24,100,99,0.7,7,108,101,10,99,104
COc1cc(-c2nc(-c3ccc4c(c3)-c3ccccc3S4(=O)=O)c(-c3ccccc3)[nH]2)cc(OC)c1O,-7,7,97,100,0.4,26,103,100,12,99,99
CCN(CC)S(=O)(=O)c1cccc(C(=O)N[C@H](C(=O)Nc2nc3ccccc3s2)C(C)C)c1,3,6,97,96,0.3,14,97,94,12,99,98
C=CCOc1cccc(C2C(C(=O)c3ccco3)=C(O)C(=O)N2CCN(CC)CC)c1 (stereo not drawn),-18,nt,98,101,0.6,1,97,102,11,100,100
O=C(CSCc1ccccc1)Nc1ccc(S(=O)(=O)N2CCOCC2)cc1,nt,16,103,102,0.0,0,112,105,14,103,107
COc1ccc(C(C(=O)NC2CCCCC2)N(C(=O)CCl)c2ccc(C)cc2)cc1 (stereo not drawn),8,13,100,100,1.4,5,102,99,20,97,99
O=C(NCc1cn(-c2ccccc2)nc1-c1ccc(F)cc1)c1cccc([N+](=O)[O-])c1,-11,13,101,98,0.1,1,107,102,20,98,104
C/C(CC(C)C)=N\NC(=O)Nc1ccccc1,-29,16,96,97,0.7,11,100,99,18,101,101
Cc1c(NC(=O)c2ccc(Br)o2)c(=O)n(-c2ccccc2)n1C,nt,8,102,108,-0.1,0,110,105,8,101,103
O=C(NNC1=NCCC1)c1ccc(Br)cc1,-34,5,98,98,-0.1,0,100,99,261*,97,98

# Exported with tabs: 10 of the compounds above.
structure	Pf gamet viab	Avidin bead fluor	Rac1 act GTP bind	Rab2A wt mod	ABCB1 block	ABCG2 block	Rac1 wt modul	HRas wt GTP bind	GSH bead fluor	Rab7 wt modul	Cdc42 wt GTP
Cc1ccc(Cn2cnc3c(nnn3Cc3ccc(Cl)cc3)c2=O)cc1	nt	24	100	99	0.7	7	108	101	10	99	104
COc1cc(-c2nc(-c3ccc4c(c3)-c3ccccc3S4(=O)=O)c(-c3ccccc3)[nH]2)cc(OC)c1O	-7	7	97	100	0.4	26	103	100	12	99	99
CCN(CC)S(=O)(=O)c1cccc(C(=O)N[C@H](C(=O)Nc2nc3ccccc3s2)C(C)C)c1	3	6	97	96	0.3	14	97	94	12	99	98
C=CCOc1cccc(C2C(C(=O)c3ccco3)=C(O)C(=O)N2CCN(CC)CC)c1 (stereo not drawn)	-18	nt	98	101	0.6	1	97	102	11	100	100
O=C(CSCc1ccccc1)Nc1ccc(S(=O)(=O)N2CCOCC2)cc1	nt	16	103	102	0.0	0	112	105	14	103	107
COc1ccc(C(C(=O)NC2CCCCC2)N(C(=O)CCl)c2ccc(C)cc2)cc1 (stereo not drawn)	8	13	100	100	1.4	5	102	99	20	97	99
O=C(NCc1cn(-c2ccccc2)nc1-c1ccc(F)cc1)c1cccc([N+](=O)[O-])c1	-11	13	101	98	0.1	1	107	102	20	98	104
C/C(CC(C)C)=N\NC(=O)Nc1ccccc1	-29	16	96	97	0.7	11	100	99	18	101	101
Cc1c(NC(=O)c2ccc(Br)o2)c(=O)n(-c2ccccc2)n1C	nt	8	102	108	-0.1	0	110	105	8	101	103
O=C(NNC1=NCCC1)c1ccc(Br)cc1	-34	5	98	98	-0.1	0	100	99	261*	97	98

# The listing continues:
SMILES,Pf gamet viab,Avidin bead fluor,Rac1 act GTP bind,Rab2A wt mod,ABCB1 block,ABCG2 block,Rac1 wt modul,HRas wt GTP bind,GSH bead fluor,Rab7 wt modul,Cdc42 wt GTP
CC(=O)c1c(O)c2ccccc2n(C2CCCCC2)c1=O,19,7,93,94,1.0,2,99,95,19,93,93
CC(C)N1C(=O)S/C(=C/c2cccnc2)C1=O,-12,15,99,102,0.3,1,101,103,30,98,103
CC(=O)Nc1cccc(NC(=O)C2CCCN2C(=O)Nc2ccc(C)cc2)c1 (stereo not drawn),nt,35,98,101,0.9,2,103,101,25,103,102
O=C(CC(=O)NC1CCCCC1)N/N=C/c1ccccc1Cl,-9,14,99,97,3.5,6,107,97,5,98,100
O=S(=O)(c1ccc(NC2CCCCC2)cc1)N1CCOCC1,8,39,97,98,0.4,1,96,100,16,99,100
CC1(C)C2CCC1(C)C(NC(=O)/C=C/c1ccccc1)C2 (stereo not drawn),3,9,97,100,0.3,4,99,98,13,99,95
Cc1ccc(N2CCN(CC(O)COC3CCCCC3)CC2)cc1 (stereo not drawn),nt,12,99,102,0.0,0,99,99,11,103,99
Cc1nnc(NC(=O)CSc2nnc(Cc3cccn3C)n2C)s1,nt,9,99,101,-2.4,-3,106,102,22,101,101
Cc1ccc(C(=O)/C=C/Nc2cccc(O)c2)cc1,nt,6,98,103,0.4,2,103,104,49,103,102
O=C(NNC(=O)c1ccccc1Br)c1ccccc1Cl,15,6,95,95,0.0,0,96,93,16,96,94
Cc1ccc(NC(=S)NCCO)c(C)c1,nt,8,98,98,0.4,1,99,100,13,103,100
O=C(CNC(=O)c1ccncc1)N/N=C/c1cccc([N+](=O)[O-])c1,-3,10,98,99,0.9,3,103,100,21,104,100
COc1ccc(NCC(=O)N/N=C/C=C\c2ccccc2)cc1,3,8,95,96,0.3,6,96,95,13,97,97
